EphA4 KYL inhibition – EphA4 ligand-binding antagonists – biochemical, colorimetric, mouse EphA4, primary screen (AID 689); EphA4-AP binding to KYL peptide, pNPP A405; higher % means a stronger effect; inhibition, % at 10 µM; hits with a dose series show IC50 in µM; 0.1% of 62,000 active; in the data active = a potency from the dose series; inactive = the rest, 99 in 100 with inhibition below about 22%
Starred values were filed as active, the others as inactive; & = joins results of further samples.

SMILES	EphA4 KYL inhibition
O=C(Nc1ccc(F)c(F)c1)c1ccc(F)c(S(=O)(=O)N2CCOCC2)c1	1%
O=C(c1ccccc1)N1CCN(c2ccc([N+](=O)[O-])c(NCc3ccco3)c2)CC1	4%
O=C1C=CC(=NS(=O)(=O)c2cc(Cl)ccc2Cl)C=C1	10%
CCCC1=C(C(=O)OCC)C(c2ccc(F)cc2)n2ncnc2N1 (centres undefined)	-19%
O=C(Nc1cnc2ccccc2c1)c1cccc(-n2cnnn2)c1	8%
CCN1C(=O)/C(=C\c2ccccc2OS(=O)(=O)c2ccccc2[N+](=O)[O-])SC1=S	15%
CC(C)c1ccc(SCc2noc(C(=O)NCC3CCCO3)c2C(=O)O)cc1 (centres undefined)	-4%
COc1ccc(C(=O)Cn2c(N3CCOCC3)nc3c2c(=O)n(C)c(=O)n3C)cc1	-26%
O=C(NC1CCCC1)c1nc2c(nnn2Cc2ccccc2Cl)c(=O)[nH]1	-8%
CS(=O)(=O)N(CC(=O)NCCc1ccccc1)c1cc(Cl)cc(Cl)c1	-4%

Next section; the last 5 above are carried over.
SMILES	EphA4 KYL inhibition
CCN1C(=O)/C(=C\c2ccccc2OS(=O)(=O)c2ccccc2[N+](=O)[O-])SC1=S	15%
CC(C)c1ccc(SCc2noc(C(=O)NCC3CCCO3)c2C(=O)O)cc1 (centres undefined)	-4%
COc1ccc(C(=O)Cn2c(N3CCOCC3)nc3c2c(=O)n(C)c(=O)n3C)cc1	-26%
O=C(NC1CCCC1)c1nc2c(nnn2Cc2ccccc2Cl)c(=O)[nH]1	-8%
CS(=O)(=O)N(CC(=O)NCCc1ccccc1)c1cc(Cl)cc(Cl)c1	-4%
O=C1c2cccc3cccc(c23)C(=O)N1CC1CCN(S(=O)(=O)c2cccs2)CC1	-6%
CCOC(=O)CN1C(=O)COc2ccc(Cl)cc21	-10%
CC(C)Sc1nc2sc(-c3ccccc3)cc2c(=O)n1N	-7%
COc1cc2c(cc1NC(=O)c1ccncc1)oc1ccccc12	-4%
O=[N+]([O-])c1cccc(-c2nc(-c3ccccc3)c(-c3cccs3)[nH]2)c1	3%&-12%
O=C(NCCc1ccc(Cl)cc1)Nc1cccc(Cl)c1	-14%
Cc1cc(Cl)ccc1OCC(=O)NC1CCCC1	-15%
O=C(CSCc1ccc(Cl)cc1)Nc1nccs1	-3%
COc1ccc(C(=O)N2CC=C(c3ccccc3)CC2)cc1S(=O)(=O)N1CCOCC1	0%
CCCN1CCN(S(=O)(=O)c2ccc(OC)c(Br)c2)CC1	0%

Some values from the results shown:
COc1ccc(C(=O)N2CC=C(c3ccccc3)CC2)cc1S(=O)(=O)N1CCOCC1 | EphA4 KYL inhibition: 0%
O=[N+]([O-])c1cccc(-c2nc(-c3ccccc3)c(-c3cccs3)[nH]2)c1 | EphA4 KYL inhibition: 3%&-12%
CCOC(=O)CN1C(=O)COc2ccc(Cl)cc21 | EphA4 KYL inhibition: -10%

Additional compounds follow.
SMILES	EphA4 KYL inhibition
O=C(CCSc1ccccc1)Nc1nnc(-c2ccccc2)o1	-1%
CCCC1C(=O)N(c2ccccc2)C1c1ccccc1 (centres undefined)	-10%
O=C(NCCOC(=O)C1COc2ccccc2O1)c1cccnc1 (centres undefined)	-11%
COc1ccccc1OCCCCCc1c(C)n[nH]c1C	-7%
COc1ccccc1N1CCN(C(=O)C2CCC(Cn3c(=S)[nH]c4ccccc4c3=O)CC2)CC1 (centres undefined)	-3%
Clc1ccc(Cl)c(Oc2ccc(Oc3nc(Cl)ccc3Cl)cc2)n1	-4%
Cc1ccc(C(=O)Nc2ccccc2-c2ccccc2)cc1[N+](=O)[O-]	-16%
COc1nc(N(C)C)nc(N(OC)S(=O)(=O)c2ccccc2Cl)n1	-1%
O=C(CN1C(=O)c2ccccc2S1(=O)=O)NCc1cccnc1	-6%
O=C(Nc1ccccc1N1CCN(C(=O)c2ccccc2)CC1)c1cc(Br)ccc1Cl	-2%
CSCC[C@H](NC(=O)OC(C)(C)C)c1nnc(SCC(=O)Nc2ccc(C)cc2C)o1	-9%
CCOC(=O)CNC(=O)CSc1nnc(-c2ccccc2OC)n1CC	14%
COn1c(-c2ccccc2)nc2c1CCc1nonc1-2	-9%
NC(=O)C[C@@H]1N[C@]2(C(=O)Nc3ccccc32)[C@@H]2C(=O)N(c3cc(C(F)(F)F)ccc3Cl)C(=O)[C@H]12	-21%
O=C(CN1C(=O)S/C(=C/c2ccccc2F)C1=O)Nc1ccccc1	-2%
Cc1ccsc1-c1nc(CSCC(=O)N2CCN(c3ccccc3)CC2)c(C)o1	3%
O=C(Cc1ccccc1)Nc1ccccc1C(=O)O	-10%
COc1ccc(C(=O)n2nc(C)c(Br)c2C)cc1	2%
COc1cccc(-c2nc(CSCC(=O)NCC3CCCO3)c(C)o2)c1 (centres undefined)	-2%
COc1ccc(NC(=O)c2ccc(CNc3c(NC4CCCCC4)c(=O)c3=O)cc2)c(OC)c1	-20%
COc1ccc(-c2nc(CS(=O)CC(=O)NCCCN3CC(C)CC(C)C3)c(C)o2)cc1OC (centres undefined)	-2%
C=C(C)c1cccc(C(C)(C)NC(=O)NCc2ccc(OC)c(OC)c2)c1	-4%
COc1ccc(C(=O)Nc2cc(C(F)(F)F)ccc2Cl)cc1OC	-5%&-6%
N#Cc1nc(-c2ccc(OCc3ccccc3)cc2)oc1NCc1cccnc1	8%
COC(=O)c1ccc(-c2ccco2)n1Cc1ccccc1Cl	7%
O=C(NCCCn1ccnc1)C(=O)Nc1ccc(F)cc1	-2%
N#Cc1ccc(C(=O)Nc2ccc(S(=O)(=O)NC3=NCCCCC3)cc2)cc1	-16%
CN1CC(=O)NC1=NC(=O)c1ccc(Cl)c(S(=O)(=O)N2CCCCCC2)c1	-5%
Cc1nnc(SCC(=O)Nc2ccc(N3CCOCC3)cc2)n1-c1ccccc1	-4%
CC(C)CN(C(=O)COC(=O)CCN1C(=O)c2ccccc2C1=O)C1CCS(=O)(=O)C1 (centres undefined)	9%
COc1ccc(-c2nnc(N3CCC(C)CC3)c3ccccc23)cc1	-7%
O=C(C1CCC(CNc2c(N3CCCCC3)c(=O)c2=O)CC1)N1CCCCC1 (centres undefined)	-9%
O=C(CC(Nc1cccc(Cl)c1)c1ccc(F)cc1)c1ccccc1 (centres undefined)	8%
CCOC(=O)C1CCN(C(=O)c2cn(CCOC)c(=O)c3c2c2ccccc2n3C)CC1	-11%
O=C(Nc1ccc(OCc2ccccc2)cc1)c1ccccc1Br	-2%
O=C(Nc1nc2ccc(F)cc2s1)C1CCCO1 (centres undefined)	-14%
CCOC(=O)c1cnc(SCC(=O)Nc2cc(OC)cc(OC)c2)nc1N	-4%
CC(CN1CCN(C)CC1)OC(=O)c1ccc(Cl)cc1 (centres undefined)	4%
CCn1c(SCC(=O)NC2CCCCC2)nnc1-c1cc2cccc(OC)c2o1	-5%
Cc1ccc(C(=O)OCCc2c(C)[nH]n(-c3ccccc3)c2=O)cc1	-12%
CN1CCN(S(=O)(=O)c2cccc(C(=O)NC3CCCc4ccccc43)c2)CC1 (centres undefined)	-3%
Cc1ccc(NC(=O)CN2CCc3ccccc3C2)cc1	-2%
Cc1cc2oc(=O)c3c(c2cc1OCc1nn[nH]n1)CCCC3	5%
O=C(Nc1c(F)cc(F)cc1Br)c1cc(-c2ccc(O)cc2)on1	10%
O=C(c1cccc2c(Br)cccc12)N1CCN(c2ccc([N+](=O)[O-])cc2)CC1	5%
O=C(c1sc2ccccc2c1Cl)N(Cc1ccco1)C1CCS(=O)(=O)C1 (centres undefined)	-4%
NC(=O)CCN(Cc1ccccc1)S(=O)(=O)c1ccccc1	-11%
Cc1nc(N2CCN(c3ccccc3)CC2)[nH]c(=O)c1Cc1ccccc1	-3%
COc1ccccc1N1CCN(/N=C/c2ccc(C(=O)O)cc2)CC1	12%
CCOC(=O)CSc1nnc(CNC(=O)c2ccc(OC)cc2OC)n1-c1ccc(OC)cc1	-1%

Other entries follow:
SMILES	EphA4 KYL inhibition
O=C(Nc1ncccc1Cl)c1cccc(F)c1	0%
CCC1CCCCN1Cc1ccc(CNS(=O)(=O)c2ccc3c(c2)oc(=O)n3C)o1 (centres undefined)	-8%
Cc1nn2c(NCCOCCO)c3c(nc2c1-c1ccccc1)CCCC3	-16%
CCCCOC(=O)Nc1ccccc1C(N)=O	-16%
CCOc1ccc(-n2cc(C(=O)Nc3ccc(Cl)cn3)c3cc(OC)c(OC)cc3c2=O)cc1	-11%
CCOc1ccc2c(c1)C(C)=CC(C)(C)N2C(=O)Nc1ccccc1	-5%
CCCCN(CC)CCNC(=O)c1[nH]c(C)c(C(C)=O)c1C	-6%
CCCC(=O)C1C(=O)CC(CC(C)SCC)CC1=O (centres undefined)	-9%
Cc1ccc2oc(=O)c3cnn(CC(=O)NC4CCN(Cc5ccccc5)CC4)c3c2c1	-7%
O=C(O)C1(P(=O)(c2ccccc2)c2ccccc2)CCC1	1%

Another view of 2 compounds above:
O=C(Nc1ncccc1Cl)c1cccc(F)c1
  EphA4 KYL inhibition = 0%
CCOc1ccc2c(c1)C(C)=CC(C)(C)N2C(=O)Nc1ccccc1
  EphA4 KYL inhibition = -5%

Additional compounds:
SMILES	EphA4 KYL inhibition
C(=N\n1cnnc1)/c1ccc(-c2ccccc2)cc1	-12%
Cc1nc2cc(C(=O)O)ccc2s1	-6%
COCCN1C(=O)c2ccccc2C(C(=O)Nc2ccc3c(c2)OCCO3)C1c1ccc(F)cc1 (centres undefined)	-13%
CC(C)(C)C(=O)OCc1cn(-c2ccccc2)nn1	-9%
C/C(=N\O)C1(C)N(O)C(C)(C)C(c2ccc(Br)cc2)=[N+]1[O-] (centres undefined)	-6%
Cc1cc(NC(=O)CCOc2ccccc2)no1	-27%
COc1ccc(C2=N/C(=C/c3ccc([N+](=O)[O-])cc3)C(=O)N2c2ccc(O)cc2)cc1	-6%
CCN(CCCNC(=O)C1CCN(S(=O)(=O)c2c(C)[nH]c(=O)[nH]c2=O)CC1)c1cccc(C)c1	-13%
COc1ccc(S(=O)(=O)CCc2nc3ccccc3s2)cc1	-17%
NC(=S)N/N=C/c1ccc(-c2cc(Cl)cc(Cl)c2)o1	5%
CCOc1ccc2[nH]c(C)c(CN3CCCCC3)c(=O)c2c1	-10%
O=C(C1=C(O)C(=O)N(Cc2ccccc2)C1c1ccco1)c1ccco1 (centres undefined)	-11%
O=C(COc1ccccc1[N+](=O)[O-])Nc1ccc(Cl)c(Cl)c1	-5%
COc1ccccc1/C=C/CN1CCN(c2ccccc2)CC1	-5%
Cc1ccc(SCC(=O)Nc2cccc(NC(=O)c3ccco3)c2)cc1	-7%
CC(C)N=c1scc(-c2ccco2)n1/N=C/c1ccc(O)c(O)c1	0%
c1ccc(CC2CNc3ccccc3CN2)cc1 (centres undefined)	-9%
CCOc1ccc2oc(C)c(C(=O)OC)c2c1	-12%
COc1ccc2[nH]c(=O)c(CN(Cc3nnnn3Cc3ccco3)C3CCCCC3)cc2c1	12%
COc1cc(O)oc1C=Nc1ccc(C(F)(F)F)cc1	-4%
COc1ccc(NC(=O)CSC2=NC(=O)CC(C)=N2)cc1	-21%
CC(=O)Nc1cccc(-c2nc3ccccc3s2)c1	-2%
Cc1cccc(C(=O)NC2CC3CCCC(C2)N3C(=O)NC2CCCCC2)c1 (centres undefined)	-8%
Cc1ccc2c(NC(=O)C3CC3)cccc2n1	-16%
CC(=O)C1=C(O)C=C(c2ccco2)CC1c1ccco1 (centres undefined)	1%
Cn1c(Cl)c(/C=N/OC(=O)c2cccc(Cl)c2)c2ccccc21	-10%
CCCc1cc(=O)[nH]c(SCC(=O)c2cc(C)n(CCOC)c2C)n1	-4%
O=C(NCCc1ccc(Cl)cc1)C1CCC(=O)N1Cc1ccc(F)cc1 (centres undefined)	-3%
O=C(CSc1nc2ccccc2n1CC(=O)N1CCCC1)NCc1ccc2c(c1)OCO2	6%
CCSc1nc2ccccc2n1CC(=O)Nc1ccc(F)cc1	-2%
Cc1ccc(CN2CC(C(=O)O)CC2=O)cc1 (centres undefined)	-7%
Cc1nnc(NC(=O)CSc2nnc3scc(-c4ccc(C)c(C)c4)n23)s1	-23%
Cc1oc(-c2ccccc2Cl)[n+]([O-])c1C	3%
O=C(c1ccccc1)N1CCN(c2ncnc3c2cnn3-c2ccccc2)CC1	-21%
COc1ccc(CCCC(=O)NC2CCCCC2C)c(C)c1 (centres undefined)	8%
CCOc1ccc2[nH]c(=O)c(C(c3nnnn3C3CCCCC3)N3CCN(CC)CC3)cc2c1 (centres undefined)	-2%
COC(=O)c1cc2c(ccn2-c2ccc(F)cc2)n1CC(C)C	3%
NCCCCCc1nnc(SCc2ccc(Cl)c(Cl)c2)o1	-14%
O=C1CSC2(C(=O)Nc3ccccc32)N1c1cccc(Cl)c1 (centres undefined)	-13%
Cc1ccc(C2/C(=C(/O)c3ccc(Cl)cc3)C(=O)C(=O)N2c2nccs2)cc1 (centres undefined)	6%
CC1CCN(C(=S)NC(=O)C2CCCCC2)CC1	-5%
Cc1cc(C)n(-c2nc(SCCN(C)C)c3c4c(sc3n2)CCCC4)n1	-4%
CCOC(=O)/C(C#N)=C/c1cc(C)n(-c2ccc(C)cc2)c1C	-6%
Cc1ccc(OCC(=O)O/N=C(\N)c2ccc([N+](=O)[O-])cc2)cc1	3%
O=C(Nc1ccc(-c2nc3ccccc3o2)c(O)c1)c1ccc(-c2cccc(Cl)c2)o1	1%
Cc1nn(-c2ccccc2)c(Cl)c1C(=O)Nc1nnc(C2CCCCC2)s1	-6%
CS(=O)(=O)N1CCN(c2ccccc2NC(=O)c2ccc(Br)o2)CC1	4%
CN1CCN(S(=O)(=O)c2ccc(-c3ccc(S(=O)(=O)N4CCN(C)CC4)cc3)cc2)CC1	2%
CCCCNS(=O)(=O)c1ccc(OC)c(Cl)c1Cl	-5%
Cc1cc(O)ccc1NC(=O)c1ccccc1	-4%
O=C(Nc1ccc(Cl)cc1)c1ccc2c(c1)OCCO2	-4%
CC(C)NC(=O)/C(=C/c1ccccc1)c1ccccc1	-8%

Bioassay records from PubChem.

The list is partial, so the mix of outcomes need not match the whole.
